High-throughput results (PubChem BioAssay)
KCNQ2 block: KCNQ2 channel blockers in CHO-K1 cells – cell-based, FluxOR thallium flux, B-score, primary screen (AID 2156) | 20 min; hits give low values | 1.1% of 310,000 active | B-score at 10 µM;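 active means fluorescence ratio B-score at most minus 3 library SDs, with starting brightness B-score within 2 library SDs, cut at about -5.5 in these data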
Kir21 block: Kir2.1 (mouse) channel inhibition; AID 1672; HEK293-Kir2.1, FluxOR thallium flux fluorescence; hits give low values; P35561; B-score at 10 µM; 0.85% of 310,000 active;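 active means fluorescence ratio B-score at or below minus 3 SD of library scores, with starting-brightness B-score within 2 SD, cut at about -4.2 in these data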;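 further: channel flux triggered by added potassium and thallium sulfate stimulus; B-score of peak minus minimum fluorescence over baseline after thallium stimulus; more negative B-score means stronger Kir2.1 block with less thallium influx; some compounds called inactive have numbers as strong as hits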
Target sequence (P35561 whole entry, looked up): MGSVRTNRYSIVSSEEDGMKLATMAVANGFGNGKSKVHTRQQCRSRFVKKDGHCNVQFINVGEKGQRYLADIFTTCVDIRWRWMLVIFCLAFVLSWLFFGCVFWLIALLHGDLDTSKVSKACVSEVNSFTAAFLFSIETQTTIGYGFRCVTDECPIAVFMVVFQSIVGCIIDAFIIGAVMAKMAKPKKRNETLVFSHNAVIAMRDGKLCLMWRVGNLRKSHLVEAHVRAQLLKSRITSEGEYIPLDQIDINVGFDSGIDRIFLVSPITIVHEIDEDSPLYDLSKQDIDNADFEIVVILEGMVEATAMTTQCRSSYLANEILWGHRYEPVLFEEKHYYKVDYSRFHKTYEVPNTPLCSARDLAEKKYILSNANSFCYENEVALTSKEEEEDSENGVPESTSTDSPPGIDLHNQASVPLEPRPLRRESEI
* marks the source's active call; other numbers are inactive results; i = inactive.

Values run as follows: KCNQ2 block	Kir21 block
- CC(O)CSc1nc2c(c(=O)[nH]c(=O)n2C)n1Cc1ccccc1Cl (stereo not drawn)
  i	0.49
- NC(=O)c1ccccc1NCC(=O)c1ccc(Cl)cc1
  i	1.1
- CC1=CC(C)(C)n2c(O)c(N=N)c3cc(C)cc1c32
  i	-8.7*
- Cc1cc(NC(=O)C2CCN(S(=O)(=O)c3cnc[nH]3)CC2)ccc1Br
  i	1.6
- COc1cc(/C=C2/C(=O)N(c3ccc([N+](=O)[O-])cc3)N=C2N2CCOCC2)ccc1O
  i	1.7
- O=CN1CCN(C2CC(=O)N(c3ccc4c(c3)OCO4)C2=O)CC1 (stereo not drawn)
  i	0
- CCOC(=O)N/N=C\c1ccccc1OC/C=C/c1ccccc1
  i	-0.1
- CCC(C)c1ccc(N(C(=O)c2ccco2)C(C(=O)NC2CCCC2)c2cccnc2)cc1 (stereo not drawn)
  i	0.54
- CCOc1cccc(-c2nnc(SCC(=O)Nc3cc(C)ccc3OC)n2N)c1
  i	-1.5
- N#CC1=C(N)OC2=C(C(=O)CCC2)C12C(=O)N1CCCc3cccc2c31 (stereo not drawn)
  i	0.61
- CNc1oc(-c2ccc(F)cc2)nc1S(=O)(=O)c1ccccc1
  i	0.12
- Cc1nc(Cl)sc1C(=O)Nc1cccc(Cl)c1C
  i	-0.96
- O=C(O)c1ccc(S(=O)(=O)Nc2ccc(F)c(Cl)c2)cc1
  i	-0.01
- O=C1CN(Cc2cc(=O)oc3cc4c(cc23)CCC4)CCN1
  i	-0.04
- CCN(CC)c1ccc(/C=N/NC(=O)c2ccc([N+](=O)[O-])cc2)cc1
  i	-0.95

Kir21 block: entries above that show a hit.
Values run as follows: KCNQ2 block	Kir21 block
- CC1=CC(C)(C)n2c(O)c(N=N)c3cc(C)cc1c32
  i	-8.7*

Going on with the list.
Values run as follows: KCNQ2 block	Kir21 block
- CN(CCc1ccccn1)C(=O)CC1C(=O)NCCN1Cc1ccc(-c2ccccc2)cc1 (stereo not drawn)
  i	0.35
- Cc1ccc(C(=O)N2CCN(C3CCCCC3)CC2)s1
  i	0.77
- COc1cc2c(cc1OC)C(c1ccccc1C)CC(=O)N2 (stereo not drawn)
  i	-0.11
- CCOC(=O)C1CCN(S(=O)(=O)c2c(C)noc2C)CC1
  i	0.44
- CCCCC(=O)NCc1ccc(Cl)cc1
  i	0.43
- Cc1ccccc1-n1cnc2c(sc3nc(N4CCOCC4)c4c(c32)CCCC4)c1=O
  i	-0.59
- CC(=O)OC(C)C(=O)NS(=O)(=O)c1ccc(C)cc1 (stereo not drawn)
  i	-0.08
- Cn1c2ccc(F)cc2c2nnc(SCC(=O)Nc3cccc(O)c3)nc21
  i	1.2
- CC(C)n1nc(C(=O)N2CCN(S(=O)(=O)c3cccs3)CC2)c2ccccc2c1=O
  i	-1.4
- O=C(COC(=O)/C=C/c1ccccc1)NCCC1=CCCCC1
  i	-1.7
- Cc1c(F)cccc1NC(=O)CCC(=O)O
  i	1.4
- Cc1nc2sc(C(=O)Nc3ccccc3)c(N)c2c(C)c1[N+](=O)[O-]
  i	0.38
- Cc1[nH]c2ccccc2c1C(=O)NS(=O)(=O)Nc1ccc(Cl)cc1
  i	1.4
- O=C(NNS(=O)(=O)c1ccccc1[N+](=O)[O-])c1ccccc1Cl
  i	-0.82
- COc1ccc(CNC(=O)c2csnn2)cc1
  i	-0.05
- Cc1ccnc(NC(=O)CCC(=O)N(CC(=O)NCCc2ccccc2)c2ccc(F)cc2)c1
  i	-0.11
- CNc1ccc(S(=O)(=O)NCC(=O)OCC(=O)Nc2cccc(Cl)c2Cl)cc1[N+](=O)[O-]
  i	-0.77
- O=C(NCc1cccc(Cl)c1)c1cccc(C(F)(F)F)c1
  i	-1.2
- O=C(C1=C[C@H](c2csc3ccccc23)C[C@H](OCCCCO)O1)N1CCN(Cc2ccccc2)CC1
  i	0
- COc1cccc(Cn2cnc3c(NS(=O)(=O)c4cc(Cl)ccc4Cl)c(C)c(C)cc32)c1
  i	0.3
- COc1cccc(NC(=S)/C(=C(\[O-])c2cc(C)n(-c3ccccc3F)c2C)[n+]2ccc(N(C)C)cc2)c1
  i	1.1
- O=C1CC(N2CCOCC2)C(=O)N1c1ccc(Cl)cc1 (stereo not drawn)
  i	-0.42
- O=S(=O)(c1ccc(OCC(O)CN2CCCCC2)cc1)N1CCOCC1 (stereo not drawn)
  i	-0.19
- Cc1[nH]c(C)c(S(=O)(=O)N2CCc3ccccc32)c1C(=O)N1CCCCC1
  i	0.45
- O=C(NCCCN1CCCC1=O)c1cc(S(=O)(=O)N2CCOCC2)ccc1Cl
  i	-0.32
- Cc1ccccc1CN1CCN(CC(=O)NCc2ccco2)C1=O
  i	1.6
- Cc1cc(NC(=O)Cn2cnc3c2c(=O)n(C)c(=O)n3C)n(-c2ccccc2)n1
  i	-0.03
- Cc1ccc(C(NC(=O)NC(C)c2ccccc2)C(Cl)(Cl)Cl)cc1F (stereo not drawn)
  i	3.2
- Cc1cccc(N/N=C/c2ccc(C)s2)c1
  i	-0.31
- COCCOC(=O)C1=C(C)NC(=O)NC1c1cn(-c2ccccc2)nc1-c1cccs1 (stereo not drawn)
  i	-2.9
- O=C(NC1CCCCCC1)C1CCN(C(=O)Cc2ccccc2)CC1
  i	0.01
- CC(=O)c1nn(-c2ccc(C(F)(F)F)cc2)c(=O)[nH]c1=O
  i	-2.3
- Cc1cc(C)n(-c2ncnc3c2oc2ccccc23)n1
  i	0.45
- COc1ccc(-c2noc(=O)n2CC(=O)N2CCC(Cc3ccccc3)CC2)cc1
  i	0.68
- O=C(NC(=O)c1ccccc1Cl)C(=O)Nc1ccc(Cl)cc1
  i	1.2
- CCCCn1ccc(O)c(Cc2ccc(F)cc2)c1=O
  i	-0.01
- Cc1ccc(C(=O)Nc2cc(-c3ccn[nH]3)c(C)n(N)c2=O)cc1
  i	0.12
- O=C(Nc1cccc(NC(=O)c2ccc(-c3ccc(Br)cc3)o2)c1)c1ccccc1
  i	-0.48
- Cc1cccc(NC(=O)C2CCCN2S(=O)(=O)c2ccc3c(c2)n(C)c(=O)c(=O)n3C)c1 (stereo not drawn)
  i	-0.94
- COc1ccc(N=C(N)SCc2ccccn2)cc1
  i	-4.5*
- COc1ccc(/C=C(\NC(=O)c2ccc(C)cc2)C(=O)NCCN2CCOCC2)cc1
  i	0.55
- COc1ccc(N(C)S(=O)(=O)c2ccc(Cl)c(C(=O)NCCc3ccc(Cl)cc3)c2)cc1
  i	0.08
- COc1cc(/C=N/NC(=O)CCn2nc(C)cc2C)ccc1O
  i	0.2
- CC1=C(C(N)=O)C(c2cccs2)n2ncnc2N1 (stereo not drawn)
  i	-0.02
- O=C(CN1C(=O)C2C3C=CC(C3)C2C1=O)OCC(=O)c1ccc(Cl)cc1 (stereo not drawn)
  i	0.76
- Cc1cnc(NS(=O)(=O)c2ccccc2)c(Br)c1
  i	0.87
- Cc1ccc(C(=O)COC(=O)C2C3C=CC(C3)C2C(=O)OCC(=O)c2ccc(C)c(C)c2)cc1C (stereo not drawn)
  -7.5*	-0.16
- N#CC1=C(N)Oc2cc(N)ccc2C1c1cc(Br)cs1 (stereo not drawn)
  i	-1.1
- CCCn1ncc(CN2CCC(n3nccc3NC(=O)c3ccccc3Cl)CC2)c1C
  i	0.96
- CC(=O)NCCC(=O)Nc1nc(C)c(Cc2ccc3c(c2)OCO3)s1
  i	0
- CCN(CC)CCNC(=O)c1ccc(NC(=O)c2cn(-c3ccc(F)cc3)nc2-c2cccc(OC)c2)cc1
  i	-5.5*
- COc1cc2nc(SCC(=O)NCCc3ccccc3)n(Cc3ccco3)c(=O)c2cc1OC
  i	1.2
- CCOCCCNC(=O)CN1C(=O)/C(=C/c2ccccc2C)Sc2ccccc21
  i	-0.55
- CCOC(=O)c1cnn(-c2nc(OC)cc(OC)n2)c1C(F)(F)F
  i	-0.06
- CC(=O)Nc1ccc(S(=O)(=O)Nc2ccc(N3CCOCC3)cc2)cc1
  i	1.1
- O=C(COC(=O)c1c[nH]c(=O)[nH]c1=O)NCc1ccccc1
  i	0.87
- Cc1cccc(C)c1NC(=O)CCCSc1nc2ccccc2s1
  i	-0.03
- CCOC(=O)CCCNC(=O)COC(=O)c1cc(C)cc(C)c1
  i	0.28
- CC(=O)Nc1ccc(C(=O)N/C(=C\c2ccccc2)C(=O)Nc2cccc(C(=O)O)c2)cc1
  i	2.6
- O=C(COc1ccc2ccccc2c1)NNC(=O)c1ccc([N+](=O)[O-])cc1
  i	-0.13

An excerpt from above in order of molecular weight, rising.
Values run as follows: KCNQ2 block	Kir21 block
- CCCCC(=O)NCc1ccc(Cl)cc1
  i	0.43
- O=C1CC(N2CCOCC2)C(=O)N1c1ccc(Cl)cc1 (stereo not drawn)
  i	-0.42
- COc1cc(/C=N/NC(=O)CCn2nc(C)cc2C)ccc1O
  i	0.2
- CC(=O)Nc1ccc(C(=O)N/C(=C\c2ccccc2)C(=O)Nc2cccc(C(=O)O)c2)cc1
  i	2.6

Continued.
Values run as follows: KCNQ2 block	Kir21 block
- COc1ccccc1CN1CC(C(=O)NCc2nc3ccccc3n2C)CCC1=O (stereo not drawn)
  i	-0.69
- COc1ccc(CCNC(=O)COc2ccc(C)nc2[N+](=O)[O-])cc1OC
  i	0.41
- Cc1ccc(-n2c(SCC(=O)NCc3ccco3)nc3nc4c(cc3c2=O)COC(C)(C)C4)cc1
  i	-0.18
- Fc1cccc(NCc2ccoc2)c1
  i	-0.91
- CC(=O)c1sc(NC(=O)Cc2c(F)cccc2Cl)nc1C
  i	-0.03
- Cc1cc(C)cc(-n2ccnc2SCC(=O)Nc2nccs2)c1
  i	-4.5
- CCCCc1nc(SCC(=O)Nc2ccc(S(N)(=O)=O)cc2)n[nH]1
  i	-0.9
- COc1c(C)cc(C(=O)C2CCCN(Cc3cnc(N4CCOCC4)s3)C2)cc1C (stereo not drawn)
  i	-1.6
- COc1ccc(S(=O)(=O)Nc2ccc3c(c2)n(C)c(=O)n3C)cc1C
  i	0.67
- OCCC1CN(C2CCC2)CCN1Cc1ccc(F)c(F)c1 (stereo not drawn)
  i	-0.47
- COCCN(C(=O)COC(=O)CCc1c[nH]c2ccccc12)c1c(N)n(Cc2ccccc2)c(=O)[nH]c1=O
  i	0.88
- O=C(O)C1Cc2ccccc2CN1C(=O)CSc1nnc2ccccn12 (stereo not drawn)
  i	-0.29
- CSc1sccc1/C=C(/C#N)C(=O)c1ccco1
  i	-1.2
- CC1CCN(C(=O)Nc2ccc3nsnc3c2)CC1
  i	0.81
- COc1ccc(CCNC(=S)NCCc2c[nH]c3ccccc23)cc1
  i	-0.36
- NC(=O)C1CCN(CC(=O)NC2CCCc3ccccc32)CC1 (stereo not drawn)
  i	0.01
- COc1ccc(OC)c(N2C(=O)CCCC2=O)c1
  i	-0.03
- Cc1ccc2nc(C)c3c(c2c1)SCC3
  i	0.35
- O=C(NNC(=O)C1CC(c2cccnc2)=NO1)Nc1ccccc1F (stereo not drawn)
  i	0.28
- COc1ccc(CCNCC(O)COc2ccc(Cl)cc2)cc1OC (stereo not drawn)
  i	0.51
- CCC(=O)Nc1nn(CC(C)C)c2nc3ccc(C)cc3cc12
  i	0.15
- COC(=O)C1=C(C)N=C2SC(C)C(=O)N2C1/C=C/c1ccccc1OC (stereo not drawn)
  i	0.33
- COc1ccc(C2=NOC(C(=O)NCC(C)C)C2)cc1 (stereo not drawn)
  i	1.5
- CC(C)c1onc(C(=O)NC2CCCCC2)c1[N+](=O)[O-]
  i	-0.09
- Cc1cc(=O)cc(C)n1-c1ccc2c(c1)nc(C)n2-c1ccccc1
  i	1.2
- Cc1cc2cc(CNC(=O)Cc3cccs3)ccc2n1C
  i	-0.15
- COc1ccc(C(=O)/C=C2/c3ccccc3CC(C)(C)N2C)cc1
  i	0.6
- CC(C)c1ccc(NC(=O)COc2ccccc2)cc1
  i	0.57
- CC1CCCN(S(=O)(=O)c2ccc(NC(=O)C3CC(=O)N(c4ccccc4)C3)cc2)C1 (stereo not drawn)
  i	-0.65
- COc1ccccc1NC(=O)CCN1C(=O)C2C3CCC(C3)C2C1=O (stereo not drawn)
  i	0.31
- O=C(Nc1cccc(C(F)(F)F)c1)c1cccnc1N1CCOCC1
  i	-0.13
- CC(C)c1ccc(NC(=O)c2cc(Br)ccc2Br)cc1
  i	-0.41
- NC(=S)N/N=C/c1cccc(O)c1O
  i	-0.11
- CSc1ncc(CN2CCN(CCC(C)C)C(CCO)C2)cn1 (stereo not drawn)
  i	1.5
- COC(=O)C1=C(O)/C(=C\c2ccc(CNS(=O)(=O)c3ccc(Cl)cc3)o2)N=C1C
  i	1.6
- COc1ccccc1Oc1coc2cc(OC(=O)N3CCOCC3)ccc2c1=O
  i	2
- Cc1ccc2c(c1)-c1cc(C)nn1C(c1sccc1C)N2 (stereo not drawn)
  i	2.2
- COc1cc2c(cc1NC(=O)COC(=O)CNC(=O)c1ccccc1)oc1ccccc12
  i	1.4
- CN(C)S(=O)(=O)c1ccc(C(=O)Nc2nc3ccccc3[nH]2)cc1
  i	0.86
- COc1cc(OC)c(C2C(C#N)=C(N)OC3=C2C(=O)CC(C)(C)C3)cc1OC (stereo not drawn)
  i	0
- CCOc1cc(C(N)=O)cc(Br)c1OCc1ccccc1
  i	0.35
- CC(=O)NCCC(=O)Nc1ccc(C)c(F)c1
  i	-1.1
- Cc1cc(C(=O)O/N=C(\N)c2ccncc2)ccc1[N+](=O)[O-]
  i	0.57
- CCOc1ccc(OCC)c(NC(=O)C2CCN(c3nn4c(=O)cc(C)nc4s3)CC2)c1
  i	-0.8
